# mIAP inh = inhibitors of mouse IAP, primary screen, biochemical, luminescence, uHTS | intestinal alkaline phosphatase [Mus musculus] | purified mouse IAP, CDP-Star luminescence, 30 min | inhibition, % at 10 µM | 330,000 compounds, 0.2% hits;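 active = inhibition of at least 40% at 10 µM in the primary screen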;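 note: plate controls were DMSO with enzyme for no effect and no enzyme wells for full effect; values of inactives mirror those of a sister screen read the other way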
# NR3A LBD binder = binders of NR3A ligand-binding domain, primary screen, biophysical, differential scanning fluorimetry, uHTS. NR3A LBD differential scanning fluorimetry, Tm shift; 0% = protein alone, 100% = glycine-bound protein. Tm shift relative to glycine control, % at 25 µM. 340,000 compounds, 2.5% hits;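 active = melting temperature shift of at least 10% of the positive control shift, at one fixed dose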
# MPTP inh = mitochondrial permeability transition pore inhibitors, primary screen, biochemical, isolated mouse mitochondria, absorbance; Ca2+ swelling absorbance, 30 min; inhibition, % at 10 µM; 360,000 compounds, 1.4% hits; AID 602449, 2012;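 active = inhibition of 50% or more, scaled per plate between neutral and stimulator controls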;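 note: 0% = DMSO wells given calcium and 100% = 1 mM EGTA wells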
# APOBEC3A inh = APOBEC3A ssDNA deaminase inhibitors, primary screen, selectivity assay for APOBEC3G inhibitor project, biochemical, FAM/TAMRA oligo cleavage fluorescence; DNA dC->dU-editing enzyme APOBEC-3A (Homo sapiens), P31941; recombinant A3A, FAM/TAMRA ssDNA deamination fluorescence; inhibition, % at 20 µM; 330,000 compounds, 0.41% hits; AID 493011, 2011;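 active = at least 40% inhibition at 20 µM here, with at most 30% in a related deaminase screen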;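 note: plate controls were A3A with DMSO for no effect and wells lacking A3A enzyme for full effect; some results filed as inactive read as strong as hits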
# Target sequence (P31941 whole entry, looked up): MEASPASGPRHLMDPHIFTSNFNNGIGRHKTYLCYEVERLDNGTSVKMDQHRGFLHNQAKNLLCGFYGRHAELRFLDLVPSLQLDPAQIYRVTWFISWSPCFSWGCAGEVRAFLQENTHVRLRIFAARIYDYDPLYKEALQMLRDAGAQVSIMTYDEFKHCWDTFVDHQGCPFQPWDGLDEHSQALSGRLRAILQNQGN
# mIAP activ = activators of mouse IAP, primary screen, biochemical, luminescence, uHTS. muIAP, CDP-Star luminescence, 30 min; stronger effect = higher value; 1 = vehicle-only enzyme signal, 0 = enzyme-free wells. activation factor at 10 µM. 330,000 compounds, 0.24% hits;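 active = activation factor of at least 2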; note: the source names both 10 and 20 µM as test concentration; values of inactives mirror those of a sister screen read the other way
#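 System: mouse IAP enzyme. Reagent: CDP-Star chemiluminescent phosphatase substrate. Benchmarks: DMSO wells, no-enzyme wells. Times: 30 min enzyme-substrate-compound incubation at room temperature. Detection: luminescence from enzymatic CDP-Star hydrolysis. Doses: test compounds delivered from DMSO solution.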
# hIAP inh = human IAP inhibitors, primary screen, biochemical, luminescence, uHTS | Intestinal-type alkaline phosphatase (Homo sapiens), P09923 | 330,000 compounds, 0.12% hits | purified IAP, CDP-Star luminescence, 30 min | inhibition, % at 10 µM;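 active = inhibition reaching a set limit with compound at 10 µM in the primary screen, cut at about 35% in these data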;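 note: plate controls were DMSO wells with enzyme for no effect and no-enzyme buffer wells for full effect; values of inactives mirror those of a sister screen read the other way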
# MIN6 prolif = inducers of MIN6 beta-cell proliferation, primary screen, ATP luminescence, uHTS; proliferation, % at 10 µM; MIN6 cells proliferation, ATPlite luminescence, 48 h; cells starved in 0.2% serum; 100% = growth in 10% serum; 330,000 compounds, 0.29% hits;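 active = compounds whose signal lies at least 3.5 SD above the mean of all wells on their plate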;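 note: 0% = DMSO-treated cells in low-serum medium and 100% = 10% serum control; some compounds called inactive have numbers as strong as hits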
# hIAP act = human IAP activators, primary screen, biochemical, luminescence, uHTS; AID 2524, 2010; activation factor at 10 µM; Intestinal-type alkaline phosphatase (Homo sapiens), P09923; 330,000 compounds, 0.16% hits; purified human IAP, CDP-Star luminescence, 30 min; stronger effect = higher value; 1 = vehicle-only enzyme, 0 = enzyme-free background;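 active = activation factor of the enzyme at least 2-fold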; note: the source names both 10 and 20 µM as test concentration; values of inactives mirror those of a sister screen read the other way
# A3G deaminase = APOBEC3G DNA deaminase inhibitors, primary screen, biochemical, fluorescence, single-stranded DNA substrate, uHTS | DNA dC->dU-editing enzyme APOBEC-3G (Homo sapiens), Q9HC16 | recombinant A3G, ssDNA deamination FAM/TAMRA fluorescence | inhibition, % at 20 µM | 330,000 compounds, 0.28% hits;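 active = inhibition of at least 40% at 20 µM, with no more than 30% in the related APOBEC3A deaminase screen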;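 note: plate controls were DMSO wells with A3G for no effect and wells lacking A3G enzyme for full effect; some compounds called inactive have numbers as strong as hits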
# Target sequence (Q9HC16 whole entry, looked up): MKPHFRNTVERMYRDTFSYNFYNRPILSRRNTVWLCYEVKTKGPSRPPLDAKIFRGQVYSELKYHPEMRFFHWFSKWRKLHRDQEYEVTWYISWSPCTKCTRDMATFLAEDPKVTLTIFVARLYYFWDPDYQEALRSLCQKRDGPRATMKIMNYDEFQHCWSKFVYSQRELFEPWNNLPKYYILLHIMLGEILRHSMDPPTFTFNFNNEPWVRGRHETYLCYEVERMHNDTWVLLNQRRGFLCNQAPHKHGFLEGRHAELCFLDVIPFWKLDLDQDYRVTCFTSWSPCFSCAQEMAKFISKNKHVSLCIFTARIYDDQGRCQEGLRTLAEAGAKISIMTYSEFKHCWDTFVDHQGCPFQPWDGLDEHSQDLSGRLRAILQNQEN
# * hit, by the source's call.
Structure,NR3A LBD binder,mIAP activ,A3G deaminase,mIAP inh,hIAP inh,APOBEC3A inh,hIAP act,MIN6 prolif,MPTP inh
COc1ccc(N(C(=O)/C=C/c2ccc(OC)c(OC)c2)C2=CC3CCC(C2)N3C)cc1 (stereo unspecified),-2,1,-1,-1,-7,0,1.1,-2,1.1
Cn1cc(C=C2C(=O)OC3(CCCCC3)OC2=O)c2ccccc21,1,0.95,-11,5,-4,-6,1,1,0.8
CCN(CC)c1ccc(/C=N/OC(C)C(=O)Nc2ccc(C)cc2)cc1 (stereo unspecified),-4,1.1,-1,-15,-3,7,1,-2,1.5
O=C(NNS(=O)(=O)c1ccc(F)c(Cl)c1)c1cccc(S(=O)(=O)N2CCOCC2)c1,-3,1,-4,-5,-12,-2,1.1,1,0.7
O=C(NCCCN1CCCC1=O)c1ccc2c(c1)ncn2C1CCCCC1,-1,1,-1,-2,4,1,0.96,5,0.2
Cn1cnnc1SCC(=O)NC(=O)NC1CCCC1,-5,0.97,0,3,18,-1,0.82,-3,-0.7
Cc1cccc(N2C(N)=C(C#N)C(C#N)(C#N)C2c2ccccc2)c1 (stereo unspecified),-14,0.96,-1,4,17,0,0.83,-4,0.8
CS(=O)(=O)N1CCn2c1nc1ccccc12,-2,0.94,-5,6,-5,-3,1.1,2,-1.1
COc1ccc(C(=O)OCC(=O)NC(=O)NC2CCCC2)c(OC)c1,0,1,-3,-5,-2,-3,1,-3,4.3
O=C(NCc1ccccc1)c1ccc(-c2ccccc2C(F)(F)F)o1,-26,0.94,-2,6,22,2,0.78,-4,4.0
Nc1nnc(SCc2cc3c(cc2Cl)OCO3)s1,-2,0.95,-4,5,11,-3,0.89,1,-0.5
CCC(C)(C)C1CCc2c(sc(NC(=O)c3ccccc3C(=O)O)c2C#N)C1 (stereo unspecified),-14,1,6,-2,0,1,1,-4,29
CN(C)CCOC(=O)Cc1ccc(Cl)cc1,2,0.96,0,4,-4,0,1,5,-2.4
Cc1c(NC(=O)Nc2cc(F)c(F)cc2Cl)c(=O)n(-c2ccccc2)n1C,2,1,-9,-1,-6,-5,1.1,-3,0.5
O=C(CSc1nnc(NC(=O)C2CCC2)s1)Nc1ccc(N2CCOCC2)cc1,2,0.96,-1,4,1,-3,0.99,0,-0.3
Cc1oc(CC(C)C)cc1C(=O)NCCCC(=O)O,-1,1.2,-4,-18,-4,-2,1,-1,-0.9
COc1ccc(Nc2nc(N3CCN(S(C)(=O)=O)CC3)nc3ccccc23)c(OC)c1,2,1,-9,0,4,-6,0.96,-1,0.7
Cc1ccc(C(=O)Nc2ncc3c(Cl)cccc3n2)cc1,0,1,-4,-2,-28,0,1.3,-4,0.5
O=C(NCc1ccccn1)c1cnc2sccn2c1=O,0,0.97,-2,3,14,4,0.85,-1,-2.8
COc1ccc(OC)c(NC(=O)CN2C(=O)C(C)N(c3ccc(C)cc3)C2=O)c1 (stereo unspecified),1,1.1,-4,-7,-16,-3,1.2,0,0.0

# (further entries)
Structure,NR3A LBD binder,mIAP activ,A3G deaminase,mIAP inh,hIAP inh,APOBEC3A inh,hIAP act,MIN6 prolif,MPTP inh
Cc1ccc(C(C(=O)NCc2ccco2)N(C(=O)CNC(=O)c2cccs2)c2c(C)cc(C)cc2C)cc1 (stereo unspecified),-6,1.1,-3,-7,7,1,0.93,-4,-0.4
CC(NC(=O)c1ccc(NS(C)(=O)=O)cc1)c1ccccc1 (stereo unspecified),-1,1,-1,0,13,2,0.87,1,-6.5
COc1ccc(/C=N/NC(=O)c2ccc3c(c2)OCCO3)cc1[N+](=O)[O-],1,0.94,-2,6,12,1,0.88,0,-1.2
COC(=O)c1cc(NC(=O)CN(C)C2CCS(=O)(=O)C2)cc(C(=O)OC)c1 (stereo unspecified),0,1,-2,0,5,-3,0.95,4,0.2
COc1ccnc2c1c(=O)n(Cc1c(F)cccc1Cl)c(=O)n2C,-1,0.98,0,2,11,-1,0.89,-1,-1.9
CON/C=C(\C=Nc1ccc(F)cc1)c1ncc(C(F)(F)F)cc1Cl,3,0.94,-5,6,1,1,0.99,-5,2.8
COc1cc2c(cc1C=O)OC(C)C2 (stereo unspecified),0,0.96,-3,4,0,4,1,-3,4.5
c1ccc(OCc2nc3c4c(ncn3n2)-c2ccccc2CC42CCCC2)cc1,0,0.92,-2,8,1,4,0.99,-4,6.2
O=C(NCCCO)/C(=C/c1ccco1)NC(=O)c1ccc(Br)o1,1,1,0,-1,21,0,0.79,-2,0.3
COc1ccc(/C=N/NC(=O)C(=O)Nc2ccccn2)cc1OC,-1,0.98,-1,2,-20,3,1.2,2,9.7
c1cnn(-c2nc(N3CCOCC3)nc(N3CCOCC3)n2)c1,4,1,-3,0,-3,-3,1,0,0.8
Nc1c([N+](=O)[O-])cnnc1-c1ccccc1,-1,1,1,-1,16,0,0.84,0,-0.5
Cc1ccc(-c2ccc(SCC(=O)NCC3CCCO3)nn2)cc1 (stereo unspecified),-2,1.1,-1,-7,-10,5,1.1,-3,-0.3
O=C(CNC(=O)C1CCCCC1)Nc1cc(Cl)cc(Cl)c1,-5,1.2,-5,-18,14,-4,0.86,0,7.5
COc1cc(/C=C/C(=O)OCC(=O)c2ccc[nH]2)cc(OC)c1OC,0,1,-4,0,-10,5,1.1,-1,-2.0
COc1cccc2sc(N(CCCN(C)C)C(=O)CCS(=O)(=O)c3ccccc3)nc12,0,1,-4,0,-16,-2,1.2,-8,-1.0
Cc1ccc(N(CC(=O)NC2CCCCC2)C(=O)CCCC(=O)Nc2ccccn2)cc1,-2,0.94,-10,6,2,-5,0.97,7,-1.5
COC(=O)c1cc(NC(=O)CC2Oc3ccccc3NC2=O)cc(C(=O)OC)c1 (stereo unspecified),-4,0.95,-5,4,-3,-2,1,-3,1.2
Cc1c(NS(=O)(=O)c2ccc(N(C)C3CCCCC3)c([N+](=O)[O-])c2)c(=O)n(-c2ccccc2)n1C,-10,0.95,-1,5,4,-3,0.96,-2,0.9
Nc1nnc(SCc2c(F)cccc2Cl)s1,-1,0.9,-6,10,21,-2,0.79,-2,0.8

# Continuation:
Structure,NR3A LBD binder,mIAP activ,A3G deaminase,mIAP inh,hIAP inh,APOBEC3A inh,hIAP act,MIN6 prolif,MPTP inh
COc1cccc(CCC(=O)N(C)C2CCCN(Cc3ccccc3F)C2)c1 (stereo unspecified),-3,1,-1,-4,-13,1,1.1,-3,1.3
O=C1CC[C@H](O)CCN1CCSc1ccc(Br)cc1,0,0.94,-6,6,0,-2,0.99,0,-0.2
COc1ccc(CCCC(=O)N/N=C/c2cccc(OC)c2O)cc1C,1,1.1,-6,-6,-24,-2,1.2,0,10
CCC1CCc2c(sc(NC(=O)c3ccco3)c2C(N)=O)C1 (stereo unspecified),715*,0.9,-6,10,-7,-1,1.1,1,0.9
C#CCOCCOCCOCCNc1nc(N2CCN(C(=O)CCCCCCCCCCNC(=O)Cn3cc(C[C@@H](C)O)nn3)CC2)nc(N2CCN(C(=O)CCCCCCCCCCNC(=O)[C@H](CCCCN)n3cc(CCCC(=O)O)nn3)CC2)n1,-2,1.1,-4,-9,-8,-3,1.1,-3,-3.2
CCOC(=O)c1c(NC(=O)CSc2nc3c(c(=O)n(C)c(=O)n3C)n2C(C)C)sc(C)c1C,-1,1,1,-3,1,-6,0.99,-4,1.5
CCc1nc(SCC(=O)Nc2ccc(N(C)C)cc2)c2ccccc2n1,-1,0.95,-2,5,-8,4,1.1,2,1.0
COc1ccc2c(CC(=O)N3CCc4cc(OC)c(OC)cc4C3)coc2c1,0,0.93,-2,7,14,-2,0.86,-2,-1.5
CSc1nc2ccc(NC(=O)NC(=O)c3c(F)cccc3F)cc2s1,2,0.99,1,1,-51,1,1.5,-3,7.3
COc1ccc(NC(=S)N(CCCN2CCOCC2)C(C)c2cc3cccc(OC)c3o2)cc1 (stereo unspecified),-1,0.98,-9,2,-7,-1,1.1,-3,1.4
Cc1ccc(NC(=O)CCC(=O)N/N=C/c2ccc(O)cc2O)cc1,4,0.94,-8,6,-52,-1,1.5,-1,0.1
COc1cc(OC)c(OC)cc1/C=N/n1c(C)nc2ccccc2c1=O,-1,0.93,-5,7,-6,-7,1.1,-4,-0.8
O=C(CNCc1ccccc1)NC1C2CC3CC(C2)CC1C3 (stereo unspecified),-1,1,-8,-2,15,-8,0.85,-2,-0.1
COC(=O)C1CCN(C(=O)COC(=O)c2ccc(OC)c(S(=O)(=O)N3CCCc4ccccc43)c2)CC1,0,0.93,-8,7,-3,-2,1,-3,-1.0
Cc1ccccc1N1C(=O)c2ccccc2C1O (stereo unspecified),-1,1.1,-3,-8,-9,5,1.1,-3,-0.5
Cc1cccc(-c2nnc(NC(=O)c3cccs3)s2)c1,0,1,-9,-1,-6,-7,1.1,-1,0.7
COc1ccc(Br)cc1-c1noc(-c2ccncc2)n1,-1,1,-3,-4,-14,-1,1.1,1,-0.6
O=[N+]([O-])c1ccc(S(=O)(=O)c2ccccc2)nc1,5,0.99,-7,1,-6,-5,1.1,-5,-0.5
COc1ccc(-c2nn(-c3ccccc3)cc2/C=C/C(=O)N2CCOCC2)cc1OC,0,0.87,-6,13,-12,-1,1.1,-1,2.0
O=C(O)c1cnc(-c2ccccc2)nc1Oc1ccc(Cl)cc1,1,1.1,-8,-9,-9,-4,1.1,-2,-4.2

# More results follow.
Structure,NR3A LBD binder,mIAP activ,A3G deaminase,mIAP inh,hIAP inh,APOBEC3A inh,hIAP act,MIN6 prolif,MPTP inh
COc1ccc2c(c1)NC1(O)c3ccccc3C(=O)C21O (stereo unspecified),3,0.97,-6,3,-1,-6,1,0,-3.9
Cc1cccc(-c2nc3c(c(SCC(=O)N4CCOCC4)n2)CCCC3)c1,2,0.99,1,1,-23,-1,1.2,0,0.9
CCO[C@H]1OC(C(=O)NC2CC2)=C[C@@H](C)[C@@H]1CCCO,-1,1,-6,-4,17,-1,0.83,3,-1.5
C[C@H](NC(=O)OC(C)(C)C)c1nnc(SCC(=O)Nc2ccc(Br)cc2)o1,1,0.93,-4,7,14,0,0.86,0,5.5
CS(=O)(=O)Nc1ccc(-c2ccc(/C=C3\SC(N)=NC3=O)o2)cc1,3,0.77,-9,23,9,-5,0.91,4,-0.2
O=[N+]([O-])c1ccc2nc(SCc3cn4ccccc4n3)[nH]c2c1,-5,0.84,-6,16,-21,-3,1.2,0,0.7
CN(C(=O)COC(=O)Cn1cnc2ccccc21)C1CCCCC1,-2,1.1,1,-6,22,-1,0.78,1,2.7
COc1ccc(N2CC(O)=C(c3nc(-c4ccc(Cl)cc4)cs3)C2=N)cc1,2,1.1,-6,-9,-15,2,1.1,-2,0.5
